# From PubChem
# USP2a inh – blocks human ubiquitin-specific protease USP2a | USP2 core, Ub-CHOP2 coupled fluorogenic reporter, 485/531 | 330,000 tested, 0.01% active | Potency, µM (titrated, usually from 38.3 µM), for inactives: at the highest dose activity change, negative = inhibition, usual class: inhibitors | AID 463254 | O75604;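 further: potency means the concentration at half of the fitted maximal effect; plate controls were DMSO wells for no effect and full inhibition by NEM control for full effect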
#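 USP2 core (10nM final) preincubated 30min RT with compound in 20mM Tris-HCl pH 8.0, 2mM CaCl2, 2mM beta-mercaptoethanol, 0.05% CHAPS; 25nM Ub-CHOP2 plus 25nM reporter substrate added, fluorescence (Ex485/Em531) read after 60min.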
# PKM2 act – activators of human pyruvate kinase M2; AID 1631; Potency, µM (top dose mostly 57.5 µM), for inactives: at the top dose activation, most hits filed as activators; P14618; 260,000 tested, 0.34% active; purified PKM2, Kinase-Glo ATP luminescence, activation; response scale: 0% is enzyme alone, no compound; further: potency means the concentration at half of the fitted maximal effect; on the % scale 0 is the no-effect control and ±100 the full control effect; nearly all actives have a fitted effect of over 55% in size
#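 ATP formation by purified human PK-M2, quantified via coupled luciferase luminescence after 1 h at room temperature with 0.1 mM ADP and 0.5 mM PEP final.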
# GALK inhibitor – blocks human galactokinase activity | P51570 | Purified GALK, Kinase-Glo residual ATP luminescence | Potency, µM (titrated, usually from 57.5 µM), without a hit: at the highest dose activity change, negative = inhibition, actives largely listed as inhibitors | 270,000 tested, 0.007% active | AID 1868; further: potency means the concentration at half of the fitted maximal effect; on the % scale 0 is the no-effect control and ±100 the full control effect
# Target sequence (P51570 whole entry, looked up): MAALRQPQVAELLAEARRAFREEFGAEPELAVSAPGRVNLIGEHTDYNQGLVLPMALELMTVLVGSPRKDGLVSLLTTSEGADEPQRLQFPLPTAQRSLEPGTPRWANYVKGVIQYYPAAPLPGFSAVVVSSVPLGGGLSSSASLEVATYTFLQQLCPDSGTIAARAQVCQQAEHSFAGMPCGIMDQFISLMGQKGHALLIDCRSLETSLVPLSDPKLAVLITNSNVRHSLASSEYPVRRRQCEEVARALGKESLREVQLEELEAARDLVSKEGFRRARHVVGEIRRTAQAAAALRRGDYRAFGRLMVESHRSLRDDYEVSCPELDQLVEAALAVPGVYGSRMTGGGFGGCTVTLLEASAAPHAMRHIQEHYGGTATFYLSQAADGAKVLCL
#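 Quantitative HTS: GALK 5 nM, ATP 35 uM, galactose 100 uM, 1 h room temperature, then luciferase-based ATP detection.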
# B2AR arrestin – beta2AR (human) beta-arrestin recruitment activity; beta-arrestin recruitment to beta2AR, cell-based reporter; Potency, µM (doses to about 46.1 µM), for inactives: at the highest dose activation, most hits filed as activators; 330,000 tested, 0.02% active;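 further: potency means the concentration at half of the fitted maximal effect; 0% = DMSO controls and full agonism = EC100 isoproterenol or metaproterenol; nearly all actives have a fitted effect of over 65% in size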
# Menin MLL FP TR – displaces Texas Red mutant MLL peptide from human menin; O00255; Menin + Texas Red MLL mutant peptide, fluorescence polarization; Potency, µM (titrated, usually from 61.6 µM), for the others: at the top dose FP activity change, negative = inhibition, most hits filed as inhibitors; 270,000 tested, 0.23% active; active means well fitted inhibition curve with a large enough effect in the polarisation, with a control signal flat, not every such curve was filed as active; inconclusive means small, poorly fitted or top-dose-only effect, or effect the other way, or a change in a side signal; inactive means no such curve, though single readings can be large or run the other way; the % refers to the polarisation; further: potency means the concentration at half of the fitted maximal effect; % of control where 0% means no effect; many of its hits are not listed in these tables
# Target sequence (O00255 whole entry, looked up): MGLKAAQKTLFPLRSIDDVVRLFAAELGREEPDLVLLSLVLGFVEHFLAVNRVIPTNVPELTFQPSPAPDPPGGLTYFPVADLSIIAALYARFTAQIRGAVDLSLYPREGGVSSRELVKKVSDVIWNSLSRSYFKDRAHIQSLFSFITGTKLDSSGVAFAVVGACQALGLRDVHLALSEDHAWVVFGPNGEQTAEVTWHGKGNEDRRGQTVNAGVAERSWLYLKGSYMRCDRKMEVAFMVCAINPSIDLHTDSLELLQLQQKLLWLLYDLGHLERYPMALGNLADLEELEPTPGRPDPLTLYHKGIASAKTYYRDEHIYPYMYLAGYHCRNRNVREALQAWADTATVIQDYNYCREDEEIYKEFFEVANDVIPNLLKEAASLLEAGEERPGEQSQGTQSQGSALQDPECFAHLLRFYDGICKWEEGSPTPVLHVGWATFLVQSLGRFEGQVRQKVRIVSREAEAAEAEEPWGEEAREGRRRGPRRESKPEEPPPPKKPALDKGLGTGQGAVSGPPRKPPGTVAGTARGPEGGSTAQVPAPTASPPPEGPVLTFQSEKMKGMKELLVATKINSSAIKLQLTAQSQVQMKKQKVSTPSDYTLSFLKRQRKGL
# TRPV1 ag – human TRPV1 agonism | 320,000 tested, 0.19% active | TRPV1-expressing cells, Fluo-8 calcium influx, agonist mode | activation, % at 8.33 µM | AID 540275; in the data active means activation above about 80%; inconclusive means between about 30% and that limit; further: 0% is about no effect
#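 Fluo-8 calcium influx in TRPV1-expressing cells, kinetic read (ex 480/em 520 nm). Compound added and read 3 min for agonist activity, followed by capsaicin at EC20 final and 2 min further read for enhancement.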
# Giardia kill – Giardia lamblia killing | activity change, % at 7.66 µM, hits read low | 340,000 tested, 0.15% active | AID 540267 | Giardia lamblia trophozoite viability; in the data active means activity change below about -80%; inconclusive means between about -30% and that limit;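 further: parasites exposed to compound for two days anaerobically before the ATP read; on the % scale 0 is the no-effect control and ±100 the full control effect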
#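 Luminescent ATP signal served as the viability read-out, measured 15-30 min after adding ATP detection reagent to trophozoites that had been incubated with compounds for 48 hrs at 37 deg C anaerobically at 100 cells/well.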
# KCNH2 3.1 block – blocks the human KCNH2 3.1 channel isoform. U2OS KCNH2 3.1, thallium flux FluxOr; stronger effect = lower value. activity change, % (tested at about 1.8 µM). 340,000 tested, 0.95% active;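 active means maximum activity change below -70%; inconclusive means maximum activity change from -70% to -50%; inactive means maximum activity change above -50%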;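 further: thallium influx rate constant from kinetic fluorescence after stimulation buffer; on the % scale 0 is the no-effect control and ±100 the full control effect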
#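 Kinetic fluorescence (2 min after stimulation buffer) measures Tl+ influx through KCNH2 3.1 expressed by viral transduction in U2OS cells; the rate constant is normalized against DMSO controls serving as positive and negative references.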
# MLL CXXC-DNA inh – inhibitors of human MLL CXXC domain-DNA interaction; Potency, µM (top dose mostly 115 µM), inactives show at the highest dose activity change, negative = inhibition, most hits filed as inhibitors; Q03164; MLL-CXXC / FITC-HOXA9 DNA fluorescence polarization; 290,000 tested, 0.037% active; active means well fitted inhibition curve with a large enough effect in the polarisation, with a control signal flat, not every such curve was filed as active; inconclusive means small, poorly fitted or top-dose-only effect, or effect the other way, or a change in a side signal; inactive means no such curve, though single readings can be large or run the other way; the % refers to the polarisation; further: potency means the concentration at half of the fitted maximal effect
#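 Steps: dispense CXXC domain solution (7 uM) → pin compounds or unlabeled HOX-A9 DNA control → 5 min ambient → add FLSN-HOX-A9 solution (50 nM) → spin → 30 min ambient → fluorescence polarization. Tris pH 7.5/NaCl/DTT/BSA buffer.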
# Coupling enz – inhibits coupling enzyme system, counter-screen for aldolase hits; coupling enzyme system counterscreen, AmpLite Red fluorescence; AID 2472; 290,000 tested, 0.67% active; activity change, negative = inhibition, % at 58.2 µM, hits read low; in the data active means activity change below about -30%; further: on the % scale 0 is the no-effect control and ±100 the full control effect
#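 Activity here indicates interference with the coupling reaction, not aldolase inhibition. Compounds at 57.5 uM final met coupling enzymes for 10 min at RT; substrate and AmpLite Red detection followed, with a 525/598 nm fluorescence read after 20 min.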
# KCNH2 WT inh – KCNH2 (human, wildtype) channel inhibition. U2OS, BacMam KCNH2, thallium flux FluxOr; stronger effect = lower value. activity change, % at 1.84 µM. 340,000 tested, 0.37% active;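 active means maximum activity change below -70%; inconclusive means maximum activity change between -70% and -50%; inactive means maximum activity change above -50%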; further: on the % scale 0 is the no-effect control and ±100 the full control effect
#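 U2OS cells were transduced with wild-type KCNH2 virus (2.03 x 10^8 / mL) for 4 h at room temperature, then cultured overnight at 37 C. Thallium flux was read with FluxOr dye. Rate constants were normalized to DMSO controls.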
# * = called active by the depositor; ? = inconclusive; . = not tested or not shown; & = joins results of further samples; [ ] = remark or other dose. Unless noted, the call rests on the fitted dose curve; in most records, active means well fitted curve in the direction sought with a large enough effect; inconclusive means small, poorly fitted or top-dose-only effect, or another doubt; inactive means no such curve, though single readings can be large; an effect the other way counts as inactive or inconclusive. Only part of the results is shown; rates above refer to the full screens.
SMILES,USP2a inh,PKM2 act,GALK inhibitor,B2AR arrestin,Menin MLL FP TR,TRPV1 ag,Giardia kill,KCNH2 3.1 block,MLL CXXC-DNA inh,Coupling enz,KCNH2 WT inh
Cc1ccc(NC(=O)c2ccnc(C(C)(C)C)c2)cc1,-0.1%,0.4%,-1.6%,-0.8%,8.0%,?,-3.1,2.5,-0.5%,4.7,-1.7
CCOC(=O)c1csc(NC(=O)CN2CCOCC2)n1,1.9%,.,-0.1%,0.1%,-5.4%,-3.7,-12.3,12.1,2.2%,0.5,3.1
CC1CCN(S(=O)(=O)c2cnc[nH]2)CC1,-0.9%,.,-1.0%,-0.1%,.,-5.2,11.5,-3.4,13.7%,.,0.0
O=C(c1cccc(C(F)(F)F)c1)C1CCCN(Cc2cccc(OCCO)c2)C1 (stereo unspecified),-0.6%,15.0%,9.4%,-0.2%,?,-5.4,1.4&6.6,12.8,11.8%,0.8,15.6
O=C(O)C1C2C=CC(C3CC23)C1C(=O)O (stereo unspecified),1.6%,5.3%,-0.5%,-0.4%,0.4%,-4.9,-0.5,15.5,-3.5%,2.0,-5.6
O=C(NC(=S)NCc1ccccc1)C1CC1,0.2%,1.5%,-0.6%,-0.3%,13.1%,9.7,-13.9,6.6,1.5%,2.4,-1.6
O=C(Nc1ccccc1N1CCOCC1)c1ccc(OCc2cscn2)cc1,-0.3%,0.1%,-3.9%,-0.3%,0.8%,9.6,1.5,9.8,23.2%,-3.1,-4.4
Cc1cc(C)n2nc(SCc3ccc(C#N)cc3)nc2n1,0.7%,.,-2.2%,0.0%,-13.8%,1.8,13.0,-6.7,3.1%,-3.2,-16.6
CS(=O)(=O)N1CCCC(C(=O)Nc2ccc(F)cc2F)C1 (stereo unspecified),1.7%,4.1%,-1.3%,0.0%,-2.1%,-0.7,-6.9,-5.2,0.9%,-1.9,16.7
CCC(=O)c1ccc(OCC(=O)OCC(=O)NCc2cccs2)cc1,-4.9%,.,.,-1.8%,.,-3.8,-4.0,3.2,.,.,-24.7
CCNc1nc(NCC)n2c(SCC(=O)Nc3ccccc3F)nnc2n1,2.4%,.,.,2.8%,.,-2.0,8.0,4.3,.,.,3.0
CCCN(C(=O)CSc1nnnn1C)C1CCS(=O)(=O)C1 (stereo unspecified),2.3%,0.8%,-2.4%,-0.1%,-1.5%,1.4,2.0,-3.5,-3.5%,-2.3,4.3
COc1ccccc1Cn1c(=S)[nH]c2cc(C(=O)N3CCC(C(N)=O)CC3)ccc2c1=O,1.5%,.,0.7%,0.1%,-3.3%,-1.8,31.8[activator],6.3,2.4%,-1.3,-15.4
Cc1ccc2nc(SC(C)C(=O)NC3CCCC3)[nH]c2c1 (stereo unspecified),-2.4%,.,.,-0.8%,.,.,-0.1,-2.8,.,.,-12.2
COc1cc(NS(=O)(=O)c2ccc(C)cc2)c2ncccc2c1,-1.2%,1.3%,-0.1%,1.8%,40.6%[activator],2.2,5.2,-15.4,-2.7%,-8.4&-10.6,-2.5
CCOc1ccccc1-c1nc(C(N)=O)c2[nH]c(=O)n(-c3cccc(C)c3)c2n1,1.7%,1.2%,2.8%,-0.3%,-19.8%,0.9,-7.6,-6.6,12.0%,4.0,7.1
CCN1CCCc2cc(CN(CCN3CCOCC3)C(=S)Nc3cc(F)cc(F)c3)ccc21,-0.3%,6.0%,-2.3%,0.0%,6.4%,22.7,-22.4,-0.7,1.6%,-3.7,1.2
O=C(CSc1nncn1-c1cccnc1)Nc1ccccc1C(F)(F)F,3.4%,0.4%,0.2%,0.1%,-12.1%,4.5,3.8,-7.9,13.8%,-0.3,-9.2
Cc1ccc(Nc2ccc(C(=O)O)cc2[N+](=O)[O-])cc1,-6.4%,.,-1.4%,0.5%,15.4%,12.7,5.4,6.5,-3.7%,0.0,-5.2
O=C(NC(Cc1c[nH]c2ccccc12)C(=O)N/N=C/c1ccc(Cl)cc1)c1cccs1 (stereo unspecified),-3.4%,-1.5%,0.0%,-0.3%,-26.4%,0.2,-12.2,15.7,-11.8%,-0.1,-5.6
COc1ccccc1C(=O)NCCC(=O)N1CCN(S(=O)(=O)c2ccccc2C(F)(F)F)CC1,-1.6%,.,.,0.1%,.,-2.3,-8.1,5.4,.,.,-0.2
Cc1cc(C)c2c(n1)sc1c(O)cc(=O)[nH]c12,1.5%,-6.0%,-0.2%,-0.1%,8.9%,4.9,10.6,5.6,7.9%,9.0,-18.8
COc1cccc(-c2nc(CS(=O)(=O)CC(=O)NC3CCCCCC3)c(C)o2)c1,-0.6%,-2.9%,3.0%,0.4%,-12.2%,?,12.9,1.4,18.1%,7.6,-0.8
CCCSc1ccc([C@@H]2[C@@H]3C(=O)N(CC)C(=O)[C@@H]3[C@]3(C(=O)OC)CCCCN23)cc1OC,-16.5%,.,.,-0.1%,.,.,-7.4,-23.9,.,.,-36.0
Cc1ccc2[nH]cc(CCNC(=O)CN3C(=O)c4ccccc4C3=O)c2c1,2.2%,-9.6%,0.1%,-0.3%,-4.7%,-9.1,16.6,-6.3,4.3%,-0.3,-3.8
CC(C)OC(=O)CC(=O)CSc1nc(-c2ccc(F)cc2)cc(-c2ccccc2)c1C#N,1.9%,8.1%,-0.6%,-0.5%,14.3%,-0.9,-8.6,-0.4,-7.0%,-3.0,-9.4
CCOc1nc(C)ccc1-c1noc(CC)n1,2.1%,-0.7%,0.6%,-0.5%,-1.8%,1.2,-15.6,10.5,-0.2%,-0.1,5.5
Cc1cccc(Cn2cc(SCC(=O)Nc3nccs3)c3ccccc32)c1,3.0%,-1.2%,-3.0%,0.4%,7.3%,-0.2,12.3,-6.8,7.3%,-1.9,-23.3
CN1CCc2c(sc(NC(=O)c3ccc(S(=O)(=O)N4CCCCCC4)cc3)c2C(N)=O)C1,-0.5%,-1.6%,1.6%,8.3%,.,9.3,-9.5,-9.3,?,.,9.4
COc1ccccc1CC(=O)N1CCN(c2cccc(C(F)(F)F)c2)CC1,3.5%,-2.5%,-1.8%,0.5%,-17.6%,9.0,-15.2,-4.4,0.4%,-1.3,5.9
O=c1c2[nH]cnc2n(-c2cccc(Br)c2)c(=O)n1Cc1ccccc1,-1.6%,.,0.3%,-0.9%,8.2%,2.7,0.3,-5.0,2.2%,-4.0,.
COc1ccc(NC(=O)COC(=O)c2cc(Cl)ccc2O)cc1S(=O)(=O)N1CCCCC1,-1.5%,.,.,-0.3%,.,-3.9,-6.1,-3.0,.,.,1.0
Cn1c(=O)c2c(ncn2CC(=O)OCC(=O)NC2CCCc3ccccc32)n(C)c1=O (stereo unspecified),0.0%,-2.2%,0.6%,-0.1%,3.8%,-0.9,8.2,-0.3,3.4%,2.3,34.6
COC(=O)c1cccc(NC(=O)c2cccc(N3C(=O)CCC3=O)c2)c1,0.8%,.,.,0.1%,.,3.0,6.9,-1.4,.,.,-10.1
COc1cccc(C(=O)NCC(=O)N/N=C(C)\C=C\c2ccccc2)c1,7.7%,0.8%,1.6%,0.2%,-5.8%,2.7,6.2,3.2,26.9%,0.5,2.3
C=CCOc1ccc(CNCc2cccnc2)cc1,1.3%,-0.5%,.,-0.7%,-10.9%,1.5,4.0,-0.2,5.5%,2.1,2.9
COc1ccc(NC(=O)CSc2n[nH]c(-c3ccco3)n2)cc1,1.9%,-8.5%,5.1%,0.1%,5.3%,6.6,-4.3,-11.0,-4.4%,0.7,-15.4
CN(C)S(=O)(=O)c1ccc(C(=O)NCC2CC2(Cl)Cl)cc1 (stereo unspecified),0.2%,-3.5%,-0.8%,0.0%,6.3%,10.2,-1.8,9.3,1.5%,-1.3,-2.4
CCc1ccccc1NC(=O)c1cnn(-c2ccccc2)c1C,2.6%,-1.0%[11.5 µM],6.3%,-0.4%,-2.1%,?,9.0,0.1,-4.8%,-0.9,-4.5
Cc1cc(/C=C2/NC(=O)NC2=O)c(C)n1-c1ccc(C#N)cc1,0.7%,8.5%,-2.4%,0.2%,7.4%,0.1,-10.3,-0.4,-4.7%,-3.6,-1.8
Cc1ccc(C)c(OCCC(=O)OCC(=O)NC2CCCC2)c1,-1.6%,.,.,0.1%,.,5.2,-4.8,-23.9,.,.,-5.0
COc1ccc(CC(=O)NNc2ncnc3c2cnn3-c2ccc(C)cc2)cc1,3.4%,-15.0%,0.8%,-0.7%,-18.1%,2.5,11.8,-0.9,22.3%,1.7,-0.5
CN(C)CCNC(=O)Nc1ccc(F)cc1F,1.9%,-9.7%,0.5%,-0.2%,-3.8%,0.4,15.3,-4.6,-0.7%,-0.8,0.5
CSc1cccc(NC(=O)COC(=O)C2CCN(S(=O)(=O)c3ccccc3)CC2)c1,0.8%,.,.,0.3%,.,1.9,-6.1,-5.5,.,.,6.0
C[C@H](CO)N1C[C@H](C)[C@@H](CN(C)C)Oc2c(NS(=O)(=O)c3ccccc3)cccc2C1=O,-0.7%,.,.,-0.2%,.,.,-14.7,-3.7,.,.,5.6
